Bioassay records: PubChem BioAssay, several laboratories
Yeast life ext = extends the lifespan of yeast; S. cerevisiae growth with nicotinamide, OD615; deaD strain in restrictive glucose medium; inhibition of the nicotinamide effect, % at 10 µM; 130,000 tested, 0.68% active; AID 775;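 active = inhibition above a set limit, placed 3 SD over the median of all compounds, cut at about 26% in these data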;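 also: 0% = nicotinamide-treated wells and 100% = cells grown without nicotinamide; some compounds called inactive have numbers as strong as hits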
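Material: Modified budding yeast, DeaD strain | Medium: Restrictive glucose medium | Probe or stimulus: 1.5 mM nicotinamide | Dosing: Single dose 10 µM compound, 0.25% DMSO | Times: 48 h at 30 °C | Technique: OD615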
GALR2 blocker = GALR2 (human) receptor antagonism; O43603; GALR2-expressing cells, antagonist mode; inhibition, % at 4 µM; 140,000 tested, 0.39% active; AID 828; in the data active = inhibition above about 27%;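 also: cells stimulated with galanin 1-16 at roughly its EC80; 0% = agonist challenge control and 100% = basal control without agonist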
Target sequence (O43603 whole entry, looked up): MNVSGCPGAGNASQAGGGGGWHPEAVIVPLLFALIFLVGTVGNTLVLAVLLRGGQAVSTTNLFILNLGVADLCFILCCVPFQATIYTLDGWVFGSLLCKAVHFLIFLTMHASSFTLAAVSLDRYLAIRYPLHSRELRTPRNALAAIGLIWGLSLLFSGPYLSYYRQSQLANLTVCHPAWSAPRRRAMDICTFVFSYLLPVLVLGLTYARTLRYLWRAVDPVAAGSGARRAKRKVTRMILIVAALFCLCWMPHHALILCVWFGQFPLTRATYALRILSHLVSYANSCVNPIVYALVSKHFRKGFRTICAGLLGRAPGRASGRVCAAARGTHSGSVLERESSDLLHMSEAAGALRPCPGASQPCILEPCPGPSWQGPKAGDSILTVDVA
MRP1 act = MRP-1 activation | AID 799 | viability increase, % at 10 µM | H69AR cells + doxorubicin, viability rescue, CellTiter-Glo | 140,000 tested, 0.61% active;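 active = viability gain under doxorubicin at or above a set limit, the compound median plus 3 SD, cut at about 4.7% in these data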;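 also: MRP-1 overexpressing cells given doxorubicin 25 µM after compound pretreatment; 18-22 h compound pretreatment then 72 h with doxorubicin before readout; 0% = doxorubicin-only wells and 100% = vehicle-treated cells without doxorubicin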
BB579 growth dn = reduces growth of yeast BB579 in restrictive medium; S. cerevisiae BB579 growth, OD615, 48 h; 140,000 tested, 0.51% active; inhibition, % at 10 µM;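 active = inhibition above a set limit, 3 SD over the mean compound inhibition, cut at about 44% in these data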; also: inactives centre near -24
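test system = yeast BB579 (DeaD) | buffer or medium = restrictive CSMM-D medium | doses = single compound dose of 10 µM, 0.25% DMSO final | times = 4 h preincubation and 48 h exposure at 30 °C | technique = culture absorbance at 615 nm | benchmarks = amphotericin B 10 µg/mL, positive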
PTEN del growth = PTEN-deleted cell growth suppression; 140,000 tested, 1.2% active; HCT116 PTEN-null viability, CellTiter-Glo, 60 h; active compounds read low; viability, % at 10 µM;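 active = viability at or below a set limit, 4 SD under the median of all tested compounds, cut at about 3.7% in these data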;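 also: PTEN knockout HCT116 line with beta catenin targeted HCT116 as companion control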
bCat KO growth = beta-catenin-lacking colon tumor cell growth suppression; viability, % at 10 µM; HCT116 beta-catenin knockout viability, CellTiter-Glo, 60 h; active compounds read low; 140,000 tested, 1.5% active; AID 818;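 active = viability at or under a set limit, the compound median less 4 SD, cut at about 6% in these data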;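 also: 0% = Hyamine 1622 control at 20 µM and 100% = untreated cell control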
E-sel TNF inh = TNF alpha driven E-selectin expression inhibition; HUVEC TNFa-induced E-selectin immunofluorescence, high content; inhibition, % at 2 µM; 120,000 tested, 0.71% active; AID 1246;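 active = inhibition above the batch mean plus 3 SD, and confirmed as a hit on visual image review, cut at about 43% in these data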;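 also: 0% = TNF-stimulated DMSO wells and 100% = unstimulated control wells; not every result past the cut was called active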
Phagocytosis inh = blocks phagocytosis by macrophages; J774A.1 macrophage IgG-bead phagocytosis, imaging; inhibition, % at 5 µM; 110,000 tested, 0.07% active; AID 1029;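 active = inhibition above the mean of the plate negative controls plus 5 SD, cut at about 13% in these data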;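 also: phagocytic index as fraction of beads internalized from green versus red external bead signal; plate controls were DMSO negative control for no effect and cytochalasin-D positive control for full effect; some results beyond the cut were filed as inactive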
NPY-Y2 antag = NPY-Y2 (human) receptor antagonism; NPY-Y2 expressing cells, antagonist mode; 140,000 tested, 0.99% active; P49146; inhibition, % at 2.7 µM; in the data active = inhibition above about 17%;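 also: 0% = vehicle with agonist challenge and 100% = reference antagonist with challenge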
Target sequence (P49146 whole entry, looked up): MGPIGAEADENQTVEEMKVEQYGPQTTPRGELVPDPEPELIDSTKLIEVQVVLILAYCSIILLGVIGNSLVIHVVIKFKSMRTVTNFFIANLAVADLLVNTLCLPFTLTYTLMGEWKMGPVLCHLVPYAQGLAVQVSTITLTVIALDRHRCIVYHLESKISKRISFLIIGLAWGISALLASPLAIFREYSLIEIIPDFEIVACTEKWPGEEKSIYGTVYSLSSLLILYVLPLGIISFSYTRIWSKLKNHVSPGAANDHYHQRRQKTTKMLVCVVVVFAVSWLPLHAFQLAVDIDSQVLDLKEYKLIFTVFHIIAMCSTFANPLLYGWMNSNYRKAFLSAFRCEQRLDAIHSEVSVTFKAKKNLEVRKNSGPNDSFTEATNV
Measles CPE = protection of cells from measles virus | Measles virus-infected cells, CPE protection, absorbance | protection (pct of control), % at 4 µM | 140,000 tested, 1.5% active | AID 841; in the data active = protection mostly above about 24%, no sharp cut-off; inactive = mostly below about 26%; also: some compounds called inactive have numbers as strong as hits
Numbers without * were called inactive; nt = not tested or not shown. Compounds were not picked by outcome; about 6.3% have a hit in one of these screens.

SMILES	Yeast life ext	GALR2 blocker	MRP1 act	BB579 growth dn	PTEN del growth	bCat KO growth	E-sel TNF inh	Phagocytosis inh	NPY-Y2 antag	Measles CPE
CC(C)(C)C(=O)N1CCC(O)(CS(=O)(=O)Cc2ccc(Cl)cc2)CC1	-21	-1	-3.2	-22	99	100	31	nt	2	4
C=CCn1c(C)cc(C(=O)COC(=O)c2ccc(N)c([N+](=O)[O-])c2)c1C	0	7	-1.5	-45	70	87	13	nt	1	8
c1ccc2c(c1)NC1(CCCCCC1)n1c-2nc2ccccc21	-7	-3	-1.7	-22	81	90	6	-1	5	4
CC(C)(C)N(C=C(Cl)Cl)C(=O)NC1CCCCC1	-5	-4	-1.8	-47	77	79	12	-2	0	8
Cc1ccc(C(=O)Nc2nccc(-c3cccs3)n2)cc1	-9	-4	-2.4	-17	90	100	-10	nt	6	5
CC1CCN(C(C(=O)Nc2ccc(C(C)C)cc2)c2ccc3c(c2)OCO3)CC1 (centres undefined)	-15	-5	-2.7	22	21	23	nt	2	4	10
Cc1ccc(-n2c(C)cc(/C=N/Nc3ccc([N+](=O)[O-])cn3)c2C)cc1	-16	-26	-4.3	-26	62	59	41	0	-3	8
O=C(c1ccccc1-c1nc2ccccc2[nH]1)N1CCCCC1	-8	-2	-0.8	-49	110	97	-26	nt	0	12
C=CCC(NCc1ccco1)c1ccc(OC)c(OC)c1 (centres undefined)	0	-2	-1.8	-26	96	107	-1	-1	2	20
Cc1cccc(OCc2nc(C)cc(=O)[nH]2)c1	-2	9	-0.7	-5	99	99	-42	1	4	2
COc1ccc(-c2nnc(SCc3c(C)noc3C)n2N)cc1OC	-7	0	-0.5	-24	105	95	nt	nt	6	3
Cc1cc(C)cc(C(=O)NCC(=O)OCC(=O)N2c3ccccc3NC(=O)C2(C)C)c1	5	-8	-1.2	-20	103	92	-13	-7	2	3
O=C1CC(c2ccco2)CC(O)=C1C=Nc1cc(Cl)cc(Cl)c1 (centres undefined)	12	3	-2.9	-33	102	96	6	-1	3	4
CCn1c(SCC(=O)Nc2sc3c(c2C#N)CCCC3)nnc1-c1ccco1	-20	8	-2.5	-39	98	107	7	0	6	20
CCc1ccc(-n2c(=O)c3c(C)c(C(=O)N(C)C)sc3n(CC(=O)NCc3ccco3)c2=O)cc1	-22	-11	-0.8	-23	88	88	-1	-2	1	2
Cc1nn(-c2cc(N3CCCCCC3)ccc2[N+](=O)[O-])c(=O)c2ccccc12	-8	-1	-2.2	-37	88	95	-3	nt	1	3
CCOC(=O)c1c(NC2=NS(=O)(=O)c3ccccc32)sc2c1CCC(C)C2 (centres undefined)	0	10	0.6	-57	77	74	nt	-7	2	32
O=C(Oc1c(Br)cc([N+](=O)[O-])cc1Br)c1cccnc1	1	-3	1.5	-18	91	95	nt	-1	6	6
CC(C)CSC1=NSC2=NC(=O)/C(=C\c3cccs3)C(=N)N12	12	6	4.4	-45	87	92	-6	-3	-1	20
Cc1ccc(-n2nc3ccc(NC(=O)/C=C/c4ccco4)cc3n2)cc1	-6	7	-3.0	-11	63	81	51	nt	1	12
O=C(Nc1cccnc1)c1cccnc1Cl	nt	9	-1.4	5	93	99	-21	nt	-1	5
CCCCn1nnnc1SCC(=O)c1cc(Cl)ccc1OC	-6	11	-1.6	-6	77	82	7	nt	2	2
Cc1ccc2nc3n(c(=O)c2c1)CCCCC3	nt	-19	-1.4	-44	93	95	-18	nt	1	4
NC(=S)N=Nc1c(O)n(Cc2ccc(F)cc2)c2ccccc12	3	-7	-1.8	-14	86	82	nt	-5	7	4
Cc1ccccc1NC(C)C(=O)N/N=C/c1ccccc1OCc1cccc(Br)c1 (centres undefined)	-11	-4	-1.5	-53	24	21	-6	4	1	4
CCS(=O)(=O)n1nc(-c2ccccc2)nc1NCc1ccco1	-15	-6	-2.4	-51	100	97	-3	nt	2	14
CCC(c1nnnn1CCc1ccccc1)N1CCN(c2ccc(OC)cc2)CC1 (centres undefined)	-3	-5	-0.7	-45	82	85	-35	-2	6	5
Cc1cc(C(F)F)n2nc(C(=O)Nc3ccc(S(=O)(=O)N4CCCCCC4)cc3)nc2n1	nt	-5	0.5	0	103	91	29	nt	-2	14
O=C(/C=C/c1ccc([N+](=O)[O-])cc1)NCc1ccco1	-4	-2	1.9	-45	94	89	-19	-8	-1	4
Cc1cc(C)nc(NN2C(=O)/C(=C/c3ccccc3)SC2=S)n1	-9	5	9.7*	-44	98	104	-27	nt	0	6
O=C(NCC1CCCO1)c1nn2c(c1Cl)NC(c1ccc(F)cc1)CC2C(F)(F)F (centres undefined)	-19	0	-1.4	-11	80	96	-3	nt	4	3
CNC(=O)C1=NCCCc2cc(OC)c(OC)cc21	-7	2	-2.4	-25	107	96	-3	-5	7	3
CNC(=O)c1ccccc1F	0	-1	-0.8	-35	108	100	5	-1	2	9
O=C(N/N=C/c1ccc2c(c1)OCO2)c1ccccn1	-22	-2	-0.8	-35	78	86	-15	nt	3	92*
CC(C)Oc1ccc2ccccc2c1C=O	-12	3	-1.8	-1	101	94	39	2	1	24*
Cc1cc2nc(-c3ccc(SCC(=O)Nc4ccc(S(=O)(=O)NC5CC5)cc4)nc3)[nH]c2cc1C	4	-3	-3.8	-27	9	47	nt	4	4	17
CN1C(=S)SC(/[N+]([O-])=C/c2cccnc2)C1(C)C (centres undefined)	-3	-10	0.6	-55	94	107	0	0	-1	16
Cc1cc(C)c2ccc(N)nc2c1O	-4	6	-3.2	3	5	3.8*	-4	-6	0	12
O=c1c2c([N+](=O)[O-])cc([N+](=O)[O-])cc2sn1-c1ccc(Br)cc1	-5	7	-2.5	45*	99	91	nt	-6	3	14
COCCn1c(COC)nc2ccccc21	-4	-13	-1.2	-14	115	106	-20	1	1	5
COC(=O)c1ccc(NC(=O)CN2CCN(c3ccc(Cl)cc3)CC2)cc1	-5	0	-1.8	-40	94	88	-17	0	7	43
CC(C)(CSc1ccccn1)NS(=O)(=O)c1ccccc1	4	-3	-2.2	-26	87	78	16	-4	0	8
Cc1ccc(NS(=O)(=O)c2cccc(C(=O)Nc3cc(C)on3)c2)cc1	6	-10	-0.2	-11	80	68	7	0	-3	16
COc1ccc(CCNC(=O)COc2ccc(S(=O)(=O)NCC(C)C)cc2Cl)cc1OC	-2	-1	0.1	-11	71	71	nt	-11	-1	41
O=C1N/C(=N\N=C\c2cccs2)SC1Cc1cccc(Cl)c1 (centres undefined)	2	-3	0.4	-23	26	27	nt	nt	7	3
O=C(COC(=O)CCNS(=O)(=O)c1cccc(C(F)(F)F)c1)NC(=O)NC1CCCCC1	-19	-7	-0.4	-15	95	86	nt	0	-3	7
O=C(Nc1cccc(S(=O)(=O)N2CCCCC2)c1)c1c2c(nc3ccccc13)CCN(Cc1ccccc1)C2	2	3	0.5	-14	68	68	nt	-10	15	7
Cc1nc2cc(C(=O)N3CCc4ccccc43)ccc2n1-c1ccc(F)c(F)c1	3	-6	-2.7	-6	95	97	10	nt	11	9
CCn1c(COc2ccc(Cl)cc2)nnc1SCC(=O)Nc1ccc2c(c1)OCO2	-2	-12	0.1	-13	91	86	nt	0	4	29
COC(=O)c1cn[nH]c1N	8	11	1.3	-11	103	99	14	-1	4	7
Nc1ccccc1-c1nnn(CC(=O)N2CCCc3ccccc32)n1	nt	-6	0.0	-17	92	76	-9	nt	8	5
O=C1CN(C(=O)COC(=O)c2cccc(OCc3ccccc3)c2)c2ccccc2N1	-5	-11	-1.0	-17	85	91	nt	-8	4	18
CCOC(=O)c1ccccc1NC(=O)CN(c1cccc(OC)c1)S(C)(=O)=O	-4	-4	-3.1	-16	70	83	-20	0	1	12
COc1ccc(OCC(=O)N2CCN(C(=O)c3ccccc3)CC2)cc1	-8	-15	1.8	-25	103	95	-31	0	3	24
COC(=O)c1ccc(NC(=O)c2cccc(OC)c2)cc1	-11	8	-1.2	-24	81	77	nt	1	1	3
C=CCN(CC=C)S(=O)(=O)c1ccc(C(=O)Nc2sc3c(c2C(N)=O)CCCCC3)cc1	-1	-4	-5.4	-17	5	9	nt	-11	1	2
CCc1ccc(OCC(=O)N(C)C)c(Br)c1	-29	-9	-2.4	-26	78	95	nt	-1	1	9
O=C(c1ccc2c(c1)OCO2)N(c1ccc(Cl)cc1)C1C=CS(=O)(=O)C1 (centres undefined)	-8	4	-2.2	-26	88	89	22	-2	2	16
Cc1nn(-c2ccc(F)cc2)c(C)c1NS(=O)(=O)c1ccc(Cl)cc1	-13	5	-2.3	-46	84	80	0	3	-1	20
O=C(Nc1cccn(Cc2c(Cl)cccc2Cl)c1=O)c1ccccc1Cl	-20	-3	2.5	-43	62	62	14	nt	23*	48*

(further entries)
SMILES	Yeast life ext	GALR2 blocker	MRP1 act	BB579 growth dn	PTEN del growth	bCat KO growth	E-sel TNF inh	Phagocytosis inh	NPY-Y2 antag	Measles CPE
COc1ccc(-c2nsc3c(N4CCCCC4)ncnc23)cc1	-1	-5	-0.8	-39	95	92	-17	nt	0	17
CCOc1cccc(N2C(=O)CC(N3CCN(c4nc5ccccc5s4)CC3)C2=O)c1 (centres undefined)	-12	-11	-0.6	-40	112	106	55	-2	2	4
C=CCn1c(SCCCC)nc(O)cc1=O	3	-5	-1.5	-97	95	104	7	nt	3	20
Nc1nnc(Sc2ccc(Cl)cc2[N+](=O)[O-])s1	-3	-5	-1.9	-28	94	81	nt	-12	1	2
COc1ccc(S(=O)(=O)N2CCCCC2)cc1NC(=O)CSc1ncnc2ccccc12	1	-8	-5.4	-52	62	64	nt	-10	1	5
COC(=O)C1=C(Nc2ccc(OC)cc2)C=C(C)C(C(=O)OC)C1c1ccc(C)cc1 (centres undefined)	-4	9	-4.8	-3	59	57	0	-1	2	6
CC(C)OC(=O)c1c2c(n3ccccc13)C(=O)c1ccccc1C2=O	0	-2	-1.9	-11	70	74	nt	-8	3	6
CCN(CC)C(=O)c1sc(NC(=O)Cc2ccc(OC)cc2)c(C#N)c1C	-5	0	0.8	-31	93	99	21	3	2	14
COC(=O)/C=c1/s/c(=C(\C#N)C(=O)NCc2ccco2)n(-c2ccccc2)c1=O	-12	1	-3.8	-40	85	86	-16	0	-1	12
COc1ccc2ccccc2c1CN1CCN(Cc2ccccc2)CC1	28	2	-4.0	-12	58	56	4	nt	8	7
CN1CCN(S(=O)(=O)c2ccc(NC(=O)c3csc4ccccc34)cc2)CC1	0	12	-4.1	-50	61	63	3	0	2	27
NC(=O)c1c(NC(=O)CSc2nnc(-c3ccco3)n2-c2ccccc2)sc2c1CCC2	-16	0	-2.0	-42	28	29	-34	0	2	11
Cc1ccc(Nc2ccc(C(=O)O)cc2N)cc1	-21	9	-2.1	-21	100	81	-65	4	7	9
Cc1nn(-c2ccccc2)c2c1C1(C(=O)N(C(C)C)c3ccccc31)C(C#N)=C(N)O2 (centres undefined)	11	-8	-4.2	-14	17	12	32	-1	3	6
CCn1c(CNc2ccc(C(=O)O)cc2)nc2ccccc21	-6	-12	-1.0	0	98	93	-4	0	3	15
